USP7 block: inhibitors of human USP7 deubiquitinase; Ubiquitin carboxyl-terminal hydrolase 7 (Homo sapiens), Q93009; purified USP7, Ub-rhodamine cleavage fluorescence; inhibition, % at 20 µM; hit rate 0.3% among 47,000; AID 1645854, 2021
USP10 inh: inhibitors of human USP10 deubiquitinase; AID 1645856, 2021; hit rate 1.1% among 47,000; inhibition, % at 20 µM; Ubiquitin carboxyl-terminal hydrolase 10 (Homo sapiens), Q14694; purified USP10, Ub-rhodamine fluorescence, 60 min
OTUD3 block: inhibitors of human OTUD3 deubiquitinase; hit rate 0.7% among 47,000; purified OTUD3, Ub-rhodamine fluorescence, 2 h; inhibition, % at 25 µM; OTU domain-containing protein 3 (Homo sapiens), Q5T2D3
USP28 inh: inhibitors of human USP28 deubiquitinase. purified USP28, Ub-rhodamine cleavage fluorescence, 30 min. inhibition, % at 25 µM. hit rate 3% among 47,000. AID 1645857, 2021
USP8 inh: inhibitors of human USP8 deubiquitinase; Ubiquitin carboxyl-terminal hydrolase 8 (Homo sapiens), P40818; purified USP8, Ub-rhodamine cleavage fluorescence, 30 min; inhibition, % at 20 µM; hit rate 4.2% among 47,000
Target sequence (P40818 whole entry, looked up): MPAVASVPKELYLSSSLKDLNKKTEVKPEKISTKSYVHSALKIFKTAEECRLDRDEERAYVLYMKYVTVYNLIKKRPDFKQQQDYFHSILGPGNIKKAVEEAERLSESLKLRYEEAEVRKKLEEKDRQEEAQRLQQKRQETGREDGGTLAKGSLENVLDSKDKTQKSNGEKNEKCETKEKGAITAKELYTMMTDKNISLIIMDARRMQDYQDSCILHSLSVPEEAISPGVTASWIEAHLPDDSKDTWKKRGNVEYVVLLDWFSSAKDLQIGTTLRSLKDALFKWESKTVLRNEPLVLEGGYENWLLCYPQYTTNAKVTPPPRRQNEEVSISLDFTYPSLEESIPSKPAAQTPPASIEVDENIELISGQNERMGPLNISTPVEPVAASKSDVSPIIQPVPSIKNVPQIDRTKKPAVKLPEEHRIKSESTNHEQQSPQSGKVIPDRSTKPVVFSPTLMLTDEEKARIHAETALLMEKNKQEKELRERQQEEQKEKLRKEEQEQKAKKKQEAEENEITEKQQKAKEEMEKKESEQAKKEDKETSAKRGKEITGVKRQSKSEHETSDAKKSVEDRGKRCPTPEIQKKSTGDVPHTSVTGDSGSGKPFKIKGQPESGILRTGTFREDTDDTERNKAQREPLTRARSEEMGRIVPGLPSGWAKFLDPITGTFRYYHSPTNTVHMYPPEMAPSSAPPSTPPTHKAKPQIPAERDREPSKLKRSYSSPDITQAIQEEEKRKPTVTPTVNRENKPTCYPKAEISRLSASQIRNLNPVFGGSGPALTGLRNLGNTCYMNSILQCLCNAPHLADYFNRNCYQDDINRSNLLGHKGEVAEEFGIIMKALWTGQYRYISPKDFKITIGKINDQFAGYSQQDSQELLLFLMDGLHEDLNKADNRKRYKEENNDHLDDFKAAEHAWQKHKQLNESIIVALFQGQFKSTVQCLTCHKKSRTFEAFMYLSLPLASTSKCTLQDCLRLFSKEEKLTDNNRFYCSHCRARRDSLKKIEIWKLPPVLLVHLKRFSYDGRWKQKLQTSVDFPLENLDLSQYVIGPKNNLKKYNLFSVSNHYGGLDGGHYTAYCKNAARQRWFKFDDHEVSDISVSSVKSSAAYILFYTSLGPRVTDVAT
USP17 inh: inhibitors of human USP17 deubiquitinase; purified USP17, Ub-rhodamine cleavage fluorescence, 3 h; inhibition, % at 50 µM; Ubiquitin carboxyl-terminal hydrolase 17-like protein 5 (Homo sapiens), A8MUK1; hit rate 6.5% among 47,000; AID 1645855, 2021
UCHL1 block: inhibitors of human UCHL1 deubiquitinase; Ubiquitin carboxyl-terminal hydrolase isozyme L1 (Homo sapiens), P09936; purified UCHL1, Ub-rhodamine cleavage fluorescence; inhibition, % at 20 µM; hit rate 0.2% among 47,000
USP30 block: inhibitors of human USP30 deubiquitinase | purified USP30, Ub-rhodamine cleavage fluorescence | inhibition, % at 25 µM | hit rate 5.3% among 47,000
* marks the source's active call; other numbers are inactive results; · = no result given. Cut-off read from the data, not from the text of the source: active = inhibition above about 30%; inactive = the rest.

Values in the order – USP7 block	USP10 inh	OTUD3 block	USP28 inh	USP8 inh	USP17 inh	UCHL1 block	USP30 block
> Cc1csc2ncnc(NC3CCN(Cc4ccccc4)CC3)c12
→ -17	-1	-11	-13	-30	-24	-5	-49
> N#Cc1cccc(CN2C[C@H](OCc3ccccn3)[C@H]3COC[C@H]32)c1
→ -5	-1	-4	-10	-184	-31	-4	-26
> Cc1noc(C)c1CNC(=O)c1ccc2c(c1)OCO2
→ 2	-3	6	6	-2	12	0	9
> COc1ccccc1-c1noc2ncnc(NC3CCCC3)c12
→ -4	0	-8	4	-15	-6	-2	-4
> O=C(COc1ccc(F)cc1)N1CCCc2ccccc21
→ -10	0	11	20	1	-3	0	-11
> COc1ccccc1NC(=O)N1CC2CN(S(=O)(=O)c3ccc(C)cc3)CC(C1)O2
→ 0	4	-4	-6	-7	-7	-1	-4
> CCN(C(=O)Cc1cc2ccccc2[nH]1)C1(C(=O)Nc2ccccc2C)CCCCC1
→ -4	0	-4	-1	-1	-6	0	-5
> Cc1ccc(C)c(Cn2nnc3c(=O)[nH]c(C4CCN(S(=O)(=O)c5ccc(S(=O)(=O)NC6CC6)cc5)CC4)nc32)c1
→ 13	26	20	42*	-42	30*	7	52*
> COc1ccc(NC(C)=O)cc1S(=O)(=O)N(CC(=O)Nc1ccc(C)cc1)CC(=O)Nc1ccc(C)cc1
→ 5	-4	-5	-8	1	34*	2	19
> CC(=O)NCCn1c(=O)n(Cc2ccc(F)cc2)c2cccnc21
→ -25	-6	-20	-4	-11	-16	-9	-74
> CCCCCn1c(CN2CCN(C(=O)c3ccco3)CC2)nc2c1c(=O)n(C)c(=O)n2C
→ 0	-2	4	-1	0	-4	-1	8
> Cc1csc2nc(CNc3ccc(C(F)(F)F)cc3)cc(=O)n12
→ ·	-5	1	·	-17	-70	-1	·
> COc1ccc(CC(=O)N2CCCC2c2cc(C)no2)cc1 (stereo not drawn)
→ -3	-2	-4	-6	-3	·	-2	-2
> CC(C)(C)c1ccc(Oc2ncnc3oc(-c4ccccc4)cc23)cc1
→ 1	-7	-15	-25	-9	-24	-6	-110
> CCN1C(=O)c2cccnc2Sc2cc(NC(=O)COc3ccccc3)ccc21
→ -13	-5	-10	0	0	16	-10	-47
> CC12c3ccc4c(c3C(=O)c3occ(c31)C(=O)CC2O)CCC4=O (stereo not drawn)
→ -130	-12	25	54*	-337	-24	-28	-187
> CCN(CC)CCCNC(=O)C1CCCN(c2nnc(N3CCCC3=O)s2)C1 (stereo not drawn)
→ 3	3	1	-5	-3	-3	0	0
> N#Cc1ccc(C(=O)Nc2ccc3c(N4CCOCC4)ncnc3c2)cc1
→ 5	0	6	2	-106	3	4	-15
> CNC1CCc2cc(OC)c(OC)c(OC)c2-c2ccc(N3CCN(c4ccccc4OC)CC3)c(=O)cc21 (stereo not drawn)
→ 6	-3	-10	-3	-8	-10	4	-36
> COc1ccc(CNC(=O)c2cn3nc(OC)ccc3n2)cc1
→ 0	1	-2	-7	3	-1	0	5
> CN(C)CCCNc1ccc([N+](=O)[O-])c(NCCCN(C)C)c1C#N
→ -21	-1	-4	-8	-122	-23	-5	-15
> O=C(c1ccco1)N1CCN(C(c2cccs2)c2sc3ncnn3c2O)CC1 (stereo not drawn)
→ 2	3	0	-10	2	0	-1	0
> COc1ccccc1N1CCN(CCNC(=O)Nc2cccc(C)c2C)CC1
→ 6	4	0	6	0	-6	2	12
> O=C(Nc1cccc(Cl)c1)c1[nH]nc2c1COc1ccccc1-2
→ 11	26	-35	-48	75*	29	-2	-72
> O=C(Nc1cccc(Oc2ccccc2)c1)c1c(F)cccc1F
→ -2	-4	-20	36*	-8	-4	3	-23
> O=S(=O)(Oc1cccnc1)c1cccc2nonc12
→ -1	0	14	0	-79	-4	2	18
> CC(=O)N1Cc2ccccc2OC2(CCCN(Cc3cccnc3)C2)C1 (stereo not drawn)
→ -10	-1	7	6	18	15	0	20
> Cc1noc(C)c1CN1C(=O)NC(C)(c2cc3ccccc3o2)C1=O (stereo not drawn)
→ -65	-9	-17	26	-9	·	-6	-33
> CC1CCc2c(sc(NC(=O)c3cccc(S(C)(=O)=O)c3)c2C(N)=O)C1 (stereo not drawn)
→ 12	12	6	2	75*	0	1	14
> CN(C)[C@@H]1[C@@H](O)[C@H](Oc2ccccc2)C[C@H]1NC(=O)c1cncn1C
→ 2	-1	16	17	18	16	0	15

Laid out differently: results already given.
CCN1C(=O)c2cccnc2Sc2cc(NC(=O)COc3ccccc3)ccc21
- USP7 block: -13
- USP10 inh: -5
- OTUD3 block: -10
- USP28 inh: 0
- USP8 inh: 0
- USP17 inh: 16
- UCHL1 block: -10
- USP30 block: -47
CC12c3ccc4c(c3C(=O)c3occ(c31)C(=O)CC2O)CCC4=O (stereo not drawn)
- USP7 block: -130
- USP10 inh: -12
- OTUD3 block: 25
- USP28 inh: 54*
- USP8 inh: -337
- USP17 inh: -24
- UCHL1 block: -28
- USP30 block: -187

Additional compounds
Values in the order – USP7 block	USP10 inh	OTUD3 block	USP28 inh	USP8 inh	USP17 inh	UCHL1 block	USP30 block
> Cc1ccc(C2CC(=O)C3=C(C2)Nc2ccccc2N(C(=O)C(F)(F)F)C3c2ccc(OCc3ccccc3)cc2)cc1 (stereo not drawn)
→ 16	4	5	6	21	14	6	11
> CCCCCNC(=O)c1sccc1N(C)S(=O)(=O)c1ccccc1
→ ·	3	3	·	-2	10	6	·
> O=C(CSc1ccc2nnc(-c3cccc(F)c3)n2n1)N1CCCCC1
→ 2	-1	2	5	-96	18	2	9
> Cc1cc2nc(Sc3nnc4ccccn34)c3ccccc3n2n1
→ 5	0	1	3	10	10	1	18
> COc1ccc(NC(=O)COc2ccc(C(=O)c3ccc(Cl)cc3)cc2)cc1OC
→ 2	3	-16	2	-1	7	2	13
> O=C(Cn1ccc2ccc([N+](=O)[O-])cc21)N1CCc2ccccc21
→ -73	-13	-80	-39	-165	-80	-85	-260
> Cc1cccc(N2C(=O)/C(=C\c3ccc(N4CCOCC4)s3)c3ccccc3C2=O)c1
→ 1	-7	-11	-10	41*	42*	1	-50
> Cc1[nH]c(C(=O)Nc2cccc(F)c2)c(C)c1S(=O)(=O)N1CCCC1
→ -11	4	4	8	16	-6	3	-60
> CC(=O)Nc1ccc(S(=O)(=O)N2CCC3(CC2)OC(=O)Nc2ccccc23)cc1
→ 0	3	3	4	-76	-4	1	16
> O=C(Cn1cc(S(=O)(=O)Cc2ccccc2)c2ccccc21)NCC1CCCO1 (stereo not drawn)
→ -1	-7	-9	-28	24	2	-4	-85
> O=C(CC(C(=O)O)c1c(F)cccc1Cl)c1ccc(Cl)cc1 (stereo not drawn)
→ 0	3	5	8	8	21	-3	12
> CN(CC1CC1)c1ccc2ccc(C(=O)NCCN3CCOCC3)cn12
→ -4	-6	3	·	-24	-66	-7	·
> COc1ccc(S(=O)(=O)c2c[nH]c3ccc(C)cc3c2=O)cc1Cl
→ 3	0	2	23	-7	37*	2	15
> CCc1ccccc1NC(=O)CCCN1C(=O)c2cccnc2Sc2ccccc21
→ 5	-2	-3	-1	-3	-1	1	5
> O=C(NCc1cccc(NC(=O)C2CC2)c1)Nc1cccc2ccccc12
→ 3	13	42*	2	4	54*	1	16
> Cc1nc(C)c(-c2nnc(-c3ccc(Cl)cc3)o2)s1
→ 2	-3	7	0	4	6	3	4
> COc1ccc(-c2csc(N(CC3CCCO3)C(C)=O)n2)cc1 (stereo not drawn)
→ 0	-3	9	1	4	7	0	4
> CC(C)CC(=O)N1c2ccccc2OCC1c1ccccc1 (stereo not drawn)
→ 0	5	2	8	0	·	-1	12
> CC(C)c1cc(C(=O)N2CCC(C3Nc4ccccc4S(=O)(=O)N3)CC2)n[nH]1 (stereo not drawn)
→ 0	0	1	3	1	6	3	22
> COc1ccc(-c2nn(-c3ccccc3)c3[nH]c(=O)c(CNc4ccc5c(c4)OCCO5)cc23)cc1OC
→ 31*	23	-4	10	78*	44*	17	-36
> COc1ccccc1-c1cc(=O)n(CC(=O)NC(C)c2cccc3c2OCCO3)c2c1CCCC2 (stereo not drawn)
→ 0	-4	-1	14	8	-1	1	-14
> Cc1cc(S(=O)(=O)N2CCC(C3(C)NC(=O)NC3=O)CC2)ccc1F (stereo not drawn)
→ 8	15	13	3	53*	4	2	9
> COc1ccc(-c2cnc([C@@H]3COCCN3C3CCN(C)CC3)[nH]2)cc1
→ -5	-2	-3	-11	-1	-53	2	-33
> Cc1ccn2cc(CCNS(=O)(=O)c3cc([N+](=O)[O-])ccc3C)nc2c1
→ 7	-2	10	3	-82	·	4	21
> COc1ccc(OCc2nnnn2C2CCN(Cc3cccc4cccnc34)CC2)cc1
→ -2	-2	-16	-13	-5	-3	-2	-31
> CCC(CC)NC(=O)c1ccc2nnc(C3CCN(C(=O)N(C)C)C3)n2c1 (stereo not drawn)
→ 1	-3	-8	-12	-79	-18	-1	-28
> Cc1nn(-c2cccc(C(F)(F)F)c2)c2c1C(c1ccccc1)N1C=C(Cl)C=C(Cl)C1=N2 (stereo not drawn)
→ 3	0	-3	-10	-106	35*	-1	-88
> Cc1ccc(NC(=O)COC(=O)c2cccnc2Nc2cccc(C(F)(F)F)c2)c(C)c1
→ 5	4	8	9	15	11	0	25
> O=C(Cn1cccc1-c1nc(-c2ccc(F)cc2)no1)NC1CCCC1
→ 8	8	6	9	26	22	3	-1
> O=C(Cc1cccs1)Nc1cc(F)c2nc(N3CCOCC3)ccc2c1
→ 3	0	0	6	-5	62*	5	-20
> CCOc1ccccc1NC(=O)c1cc(-c2ccncc2)n[nH]1
→ 4	1	-7	·	0	-21	-1	·
> Cc1nc(Nc2ccc(NC(=O)c3ccco3)cc2)cc(N2CCCCC2)n1
→ 0	-3	-19	0	-110	-27	0	-39
> Cc1ccc2[nH]c3c(=O)n(Cc4ccc(N(C)C)cc4)cnc3c2c1
→ 29	28	5	7	88*	10	8	16

Compounds listed so far containing an aryl methoxy group:
Values in the order – USP7 block	USP10 inh	OTUD3 block	USP28 inh	USP8 inh	USP17 inh	UCHL1 block	USP30 block
> COc1ccccc1-c1noc2ncnc(NC3CCCC3)c12
→ -4	0	-8	4	-15	-6	-2	-4
> COc1ccccc1NC(=O)N1CC2CN(S(=O)(=O)c3ccc(C)cc3)CC(C1)O2
→ 0	4	-4	-6	-7	-7	-1	-4
> COc1ccc(NC(C)=O)cc1S(=O)(=O)N(CC(=O)Nc1ccc(C)cc1)CC(=O)Nc1ccc(C)cc1
→ 5	-4	-5	-8	1	34*	2	19
> COc1ccc(CC(=O)N2CCCC2c2cc(C)no2)cc1 (stereo not drawn)
→ -3	-2	-4	-6	-3	·	-2	-2
> CNC1CCc2cc(OC)c(OC)c(OC)c2-c2ccc(N3CCN(c4ccccc4OC)CC3)c(=O)cc21 (stereo not drawn)
→ 6	-3	-10	-3	-8	-10	4	-36
> COc1ccc(CNC(=O)c2cn3nc(OC)ccc3n2)cc1
→ 0	1	-2	-7	3	-1	0	5
> COc1ccccc1N1CCN(CCNC(=O)Nc2cccc(C)c2C)CC1
→ 6	4	0	6	0	-6	2	12
> COc1ccc(NC(=O)COc2ccc(C(=O)c3ccc(Cl)cc3)cc2)cc1OC
→ 2	3	-16	2	-1	7	2	13
> COc1ccc(S(=O)(=O)c2c[nH]c3ccc(C)cc3c2=O)cc1Cl
→ 3	0	2	23	-7	37*	2	15
> COc1ccc(-c2csc(N(CC3CCCO3)C(C)=O)n2)cc1 (stereo not drawn)
→ 0	-3	9	1	4	7	0	4
> COc1ccc(-c2nn(-c3ccccc3)c3[nH]c(=O)c(CNc4ccc5c(c4)OCCO5)cc23)cc1OC
→ 31*	23	-4	10	78*	44*	17	-36
> COc1ccccc1-c1cc(=O)n(CC(=O)NC(C)c2cccc3c2OCCO3)c2c1CCCC2 (stereo not drawn)
→ 0	-4	-1	14	8	-1	1	-14
> COc1ccc(-c2cnc([C@@H]3COCCN3C3CCN(C)CC3)[nH]2)cc1
→ -5	-2	-3	-11	-1	-53	2	-33
> COc1ccc(OCc2nnnn2C2CCN(Cc3cccc4cccnc34)CC2)cc1
→ -2	-2	-16	-13	-5	-3	-2	-31

Bioassay records as filed in PubChem BioAssay.
